# Screens from PubChem.
# MBD2 DNA inh = MBD2-methylated oligo binding inhibition. actives 0.31% (n = 370,000). AID 686964. inhibition, % at 4.4 µM. TR-FRET, MBD2 binding to methylated oligonucleotide. Q9UBB5; in the data active means inhibition above about 13%
# HTRA1 inh = inhibitors of human serine peptidase HTRA1 | Q92743 | recombinant HTRA1, FP-rhodamine activity-based probe, fluorescence polarization | inhibition, % at 5.96 µM | actives 0.5% (n = 340,000); in the data active means inhibition above about 36%;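 further: 0% = enzyme with DMSO and 100% = wells lacking enzyme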
# SIAE inh = blocks human sialic acid acetylesterase; actives 0.69% (n = 370,000); inhibition, % at 9.66 µM; Q9HAT2; AID 1053197; SIAE FP-Rh probe binding, fluorescence polarization;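 active means inhibition above a cutoff: mean of compounds within the control limits plus 3 SD of those, cut at about 17% in these data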;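 further: 0% = plate median of compound wells and 100% = probe without SIAE protein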
# GC-A act = GC-A (human) enzyme activation; P16066; HEK293 GC-A cells, cGMP TR-FRET, EC30 ANP; 0% at EC30 ANP, 100% saturating ANP; activation, % at 10 µM; actives 0.14% (n = 370,000); AID 1671463; in the data active means activation above about 40%
# Target sequence (P16066 whole entry, looked up): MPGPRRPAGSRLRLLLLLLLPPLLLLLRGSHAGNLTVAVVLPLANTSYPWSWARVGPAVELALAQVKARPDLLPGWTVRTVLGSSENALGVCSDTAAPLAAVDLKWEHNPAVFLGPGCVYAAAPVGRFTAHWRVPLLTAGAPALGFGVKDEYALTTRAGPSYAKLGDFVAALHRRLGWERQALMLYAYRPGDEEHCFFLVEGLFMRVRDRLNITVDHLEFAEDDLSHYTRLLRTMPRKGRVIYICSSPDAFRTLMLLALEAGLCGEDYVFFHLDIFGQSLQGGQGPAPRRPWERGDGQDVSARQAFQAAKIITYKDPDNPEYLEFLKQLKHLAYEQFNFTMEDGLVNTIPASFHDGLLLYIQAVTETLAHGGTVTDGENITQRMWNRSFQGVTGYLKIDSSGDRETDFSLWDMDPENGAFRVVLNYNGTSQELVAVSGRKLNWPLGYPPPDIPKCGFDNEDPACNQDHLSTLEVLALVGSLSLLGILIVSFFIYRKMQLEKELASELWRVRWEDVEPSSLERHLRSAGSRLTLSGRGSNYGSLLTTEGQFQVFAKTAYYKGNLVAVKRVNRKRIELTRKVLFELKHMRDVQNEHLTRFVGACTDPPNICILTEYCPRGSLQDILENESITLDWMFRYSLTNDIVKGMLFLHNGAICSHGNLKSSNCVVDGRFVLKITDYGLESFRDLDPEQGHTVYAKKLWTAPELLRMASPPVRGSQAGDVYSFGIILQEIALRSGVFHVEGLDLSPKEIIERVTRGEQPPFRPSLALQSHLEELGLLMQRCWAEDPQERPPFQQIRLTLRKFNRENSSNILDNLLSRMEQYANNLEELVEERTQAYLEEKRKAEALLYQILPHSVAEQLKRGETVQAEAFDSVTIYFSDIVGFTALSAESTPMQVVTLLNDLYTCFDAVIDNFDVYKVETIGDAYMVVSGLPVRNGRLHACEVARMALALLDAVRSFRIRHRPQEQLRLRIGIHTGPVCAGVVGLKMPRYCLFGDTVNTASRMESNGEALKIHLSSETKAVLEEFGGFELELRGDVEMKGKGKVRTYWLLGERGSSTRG
# PRMT1 FP inh = PRMT1 (human) inhibition, primary screen. Q99873. recombinant PRMT1, activity-based probe fluorescence polarization. inhibition, % at 2.79 µM. actives 1.3% (n = 370,000);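 active means inhibition above about 21% made by adding two undisclosed values, limit read from the data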
# TCR-CD3 inh = blocks the human TCR-CD3 interaction; TAMRA-labeled TCR probe fluorescence, biochemical; inhibition, % at 9.4 µM; actives 0.37% (n = 360,000); AID 651800; in the data active means inhibition above about 19%;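 further: recombinant mutant TCR 2C K166C tagged with TAMRA read by polarization; 0% = receptor in buffer alone and 100% = receptor with positive control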
# UHRF1 MBD2 ctr = human UHRF1 methylated DNA binding inhibitors; UHRF1 binding to methylated oligo, TR-FRET; inhibition, % at 4.4 µM; actives 0.75% (n = 370,000); AID 687016; in the data active means inhibition above about 21%;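 further: UHRF1 SRA domain binding a hemimethylated CpG hairpin DNA probe; 0% = median of test compound wells and 100% = reference inhibitor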
# rCAG binder = binds r(CAG) RNA repeats; r(CAG) RNA repeat, TO-PRO-1 dye displacement fluorescence; inhibition, % at 3 µM; actives 1.3% (n = 370,000); AID 651821;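 active means inhibition above the plate cutoff, the mean of all test compounds on that plate plus 3 SD, cut at about 35% in these data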;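 further: 0% = DMSO alone and 100% = 100 µM mitoxantrone as full dye displacement; higher means more dye released from RNA so lower well fluorescence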
# mABHD4 FP = ABHD4 (mouse) inhibition, primary FP screen. inhibition, % at 8.92 µM. purified mABHD4, FP-Rh probe fluorescence polarization. Q8VD66. actives 0.54% (n = 370,000);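 active means inhibition exceeding the mean over every tested compound plus 3 SD, cut at about 30% in these data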;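 further: 0% = plate median of compound wells and 100% = S159A mutant with DMSO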
#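 System: mouse ABHD4 enzyme, wild type / Medium: HEPES pH 7.0, NaCl, Pluronic buffer / Reagent: FP-Rh activity-based fluorescent probe / Control set: S159A mutant high control, sample median low control / Detection: fluorescence polarization with parallel and perpendicular emission, 525/598 nm / Schedule: 45 min + 60 min at 25 °C / Compound dosing: 8.92 µM, single dose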
# NPR2 activator = GC-B (human) receptor activation. P20594. HEK293-GC-B cells, CNP EC30, cGMP TR-FRET; 0% at EC30 CNP, 100% saturating CNP. activation, % at 10 µM. actives 0.11% (n = 370,000). AID 1920062;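 active means activation at 10 µM reaching about 35% in either raw or pattern-adjusted values, limit read from the data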
# * marks the source's active call; other numbers are inactive results; nt = no result given.
SMILES,MBD2 DNA inh,HTRA1 inh,SIAE inh,GC-A act,PRMT1 FP inh,TCR-CD3 inh,UHRF1 MBD2 ctr,rCAG binder,mABHD4 FP,NPR2 activator
CCOC(=O)CN1C(=O)N[C@@H](c2ccco2)C(C(=O)OC)=C1C,-3,-5,1,3,0,-1,1,3,2,6
Cc1ccc(C(C)C)cc1OCCN1CCCC1,-2,2,6,-4,-1,4,0,-2,2,-4
CCOc1nc(NC2CCCC2)nc(N2CCC(C)CC2)n1,-5,-11,6,-1,0,3,3,-5,1,-5
Cc1cc(=O)[nH]c(NN=Cc2cc(Br)ccc2O)n1,3,19,-3,0,-1,-11,-3,5,16,-9
Cc1cc2c(cc1[N+](=O)[O-])NC(CNC(C)C)CC2 (stereo not given),-4,3,1,-24,2,4,-8,1,3,-11
COc1ccc(NC(=O)Nc2ccc(OC)c(OC)c2)c([N+](=O)[O-])c1,9,1,4,9,-2,-7,2,-1,-14,-3
CC(Sc1nnc(-c2cccnc2)o1)C(=O)NC1CCCCC1 (stereo not given),8,-4,1,0,-1,1,-1,1,3,3
COc1ccc(C(C)c2cn(C)c3ccccc23)cc1 (stereo not given),-4,nt,3,-2,-3,nt,1,5,2,0
Cc1ccc(OCC(=O)Nc2ccc(C)c(F)c2)c([N+](=O)[O-])n1,0,-10,2,5,0,-13,1,0,4,0
O=C(O)C(=O)/C(=C\c1ccc(Cl)cc1)c1ccc2ccccc2n1,-8,-2,-9,5,4,-9,1,2,0,3
Cc1nc(-c2cccc(NC(=O)c3cc4cc(Br)ccc4oc3=O)c2)cs1,-7,-1,0,-2,-2,10,-3,5,-5,4
COc1ccc(CCNC(=O)C2CCN(Cc3nc(-c4ccccc4C)oc3C)CC2)cc1OC,5,-1,1,4,0,-3,-1,-8,4,-1
O=C(c1nc[nH]c1C(=O)N1CCc2ccccc2C1)N1CCc2ccccc2C1,1,-3,1,-1,6,-1,-6,-3,4,0
COc1cccc(C(=O)COC(=O)CCCC(=O)NC2CCCCC2)c1,-1,3,4,0,1,1,2,-10,0,0
CC(C)NC(=O)C12CC3CC(C1)CC(C(=O)NC(C)C)(C3)C2,6,2,2,0,-5,9,-2,0,1,6
Cc1c(NC(=O)C2CCCN2S(=O)(=O)c2ccc(Cl)cc2)c(=O)n(-c2ccccc2)n1C (stereo not given),-6,-3,1,2,1,6,-1,-2,4,3
COc1ccc(N2C(=S)N(C(=O)c3ccccc3)C(=Nc3ccccc3)C2=Nc2ccccc2)cc1,5,-3,11,3,-2,2,-1,-1,-1,-3
COc1ccc(NC(=S)NCCCN2CCOCC2)cc1,5,6,-7,-3,11,-6,4,-5,-1,8
COc1cc(Cl)cc(/C=N/NC(N)=O)c1O,-2,2,6,3,2,-3,-2,4,2,1
COC(=O)Cn1cc(/C=N/NC(=O)c2ccc(C#N)cc2F)c2ccccc21,0,0,1,22,3,-3,-2,3,4,17
COc1ccc(C2=Nn3c(C)nnc3SC2)cc1,-4,1,5,7,8,-4,1,-2,1,-1
COc1ccc(-n2cc(CNCCN3CCOC3=O)c(-c3ccccc3Cl)n2)cc1,-2,-3,-2,-3,-7,-1,0,3,-6,-3
CN(C)S(=O)(=O)c1cccc(NC(=O)COC(=O)CCSc2ccc(Cl)cc2)c1,-1,-30,-15,3,0,6,-4,4,2,-5
S=C1CCC(c2ccc(Cl)cc2)=NN1c1ccccc1,-1,-5,-2,-1,-2,2,-1,18,-12,-1
CCOc1ccc(CN2CCNC(=O)C2CC(=O)N(C)Cc2nonc2C)cc1 (stereo not given),-6,-6,-2,4,-6,10,-4,-2,-6,1
Cc1ccc(NC(=O)C(NS(=O)(=O)c2cccc3nsnc23)C(C)C)nc1 (stereo not given),-4,5,-5,-1,0,3,0,3,0,3
COc1ccc(Cl)cc1N(CC(=O)N/N=C/c1ccc(OCC(N)=O)cc1)S(C)(=O)=O,-4,-19,0,1,0,4,-1,5,-3,2
O=C(Nc1cccnc1)c1ccc2nc(-c3ccccc3)c(-c3ccccc3)nc2c1,-5,-35,-9,-6,-1,-5,0,2,-14,-5
COc1ccc(S(=O)(=O)N2CCOC23CCN(S(=O)(=O)c2ccccc2)CC3)cc1,-1,-2,-8,6,0,0,0,3,4,2
O=C(CCCSc1ccc(Cl)cc1)Nc1cc(S(=O)(=O)N2CCOCC2)ccc1O,3,-5,-8,7,49*,-3,0,40*,10,-4
O=C(NCC(F)(F)F)Nc1ncccn1,0,-1,0,-1,-2,-1,-2,-2,-5,11
CCS(=O)(=O)c1ccc(O)c(NC(=O)Nc2cccc3ccccc23)c1,8,-1,-6,2,7,-7,2,12,-1,8
NS(=O)(=O)c1ccc(-c2ccc(C=O)o2)cc1,-6,nt,1,-1,0,5,-2,1,3,-6
O=C(O)CCCN1C(=O)C2C3CCC(C3)C2C1=O (stereo not given),0,7,1,0,-3,-3,2,0,-5,7
CC1CCN(S(=O)(=O)c2ccc3c(ccn3CCC(=O)NC(C)C)c2)CC1,2,3,-2,1,2,-8,3,-6,4,0
Cc1ccc(C(=O)NCC(=O)OC(C)C(=O)Nc2ccc(N(C)C)cc2)s1 (stereo not given),5,-5,5,-3,0,9,1,-4,-4,0
C=CCOC(=O)C1=C[C@@H](c2csc3ccccc23)[C@H](CCCO)[C@@H](OCC)O1,3,-3,-1,-8,0,7,1,-6,-8,-12
COc1ccc(NC(=O)/C=C/c2ccccc2)cn1,-1,4,2,1,-1,-6,0,-4,3,-5
COc1cc(NC(=O)CSc2nc(C)c(C)c(C)n2)cc(OC)c1,-1,-8,-4,-4,1,-2,1,-3,-5,-5
COc1ccc(CCN(Cc2cccs2)S(=O)(=O)c2ccc(C)s2)cc1OC,2,nt,-3,2,3,nt,0,6,-6,-5
CCCCCOc1ccccc1C(=O)NCC(=O)O,4,7,-1,1,-2,7,-2,-1,1,7
O=C1C=CC(=O)C(CNc2ccc(C(=O)OCc3ccccc3)cc2)=C1,-1,42*,6,4,11,10,-3,30,36*,-2
O=C1NC2(CCCCC2)C(=O)N1CCN1C(=O)c2ccccc2C1=O,-6,7,-1,-2,-2,7,-1,-4,-4,-1
O=C(CCS(=O)(=O)c1ccc(Cl)cc1)Nc1nnc(-c2ccco2)o1,1,-1,4,1,4,-1,0,5,1,1
O/N=C(/CN(O)/C=C1/C=CC=N1)c1cccs1,0,12,10,-2,-1,5,-1,2,2,-12
O=C(c1oc(=O)c2ccccc2c1-c1ccccc1)N1CCN(C2CCCCC2)CC1,1,2,0,-8,3,-5,2,-1,-5,-6
O=C(OC1CCOC1=O)c1cc(Cl)ccc1[N+](=O)[O-] (stereo not given),8,6,-8,1,2,1,4,1,-11,-2
COc1ccccc1NC(=O)CCCc1nc(-c2ccc(OC)c(OC)c2)no1,7,2,-2,-3,1,-7,9,-4,-7,-10
COc1ccc(OC)c(C2CC(=O)c3c([nH]c(C(=O)OCC4CCCO4)c3C)C2)c1 (stereo not given),2,-1,-6,4,-2,-3,0,3,-3,-3
Cn1cnnc1SCC(=O)Nc1ccc(Cl)cn1,-3,2,-1,0,2,-6,1,1,2,6
CN(CC(=O)O/N=C(\N)c1ccccn1)S(=O)(=O)c1cc(Cl)ccc1Cl,3,0,-4,-2,-1,-4,0,-1,-7,6
COc1cccc(-c2cccc(NC(=O)C3CCN(Cc4ccon4)CC3)c2)c1,3,-3,5,-2,-2,-2,4,-3,-6,-3
CC(C)c1nnc(NC(=O)CCC(=O)NC2CCCCCCC2)s1,1,4,-3,2,-1,-4,2,-6,0,3
CC(=O)C(Cc1cnc(Cl)s1)(Cc1cnc(Cl)s1)C(C)=O,0,-1,-1,2,-1,-2,2,-5,5,-1
O=C(c1ccco1)N1CCN(C(=O)C2Cc3ccccc3CN2S(=O)(=O)c2ccc(F)cc2)CC1 (stereo not given),8,0,-2,-1,3,1,2,-3,0,2
O=C1OCC2=C1C(c1ccccc1)CC(=O)N2c1ccccc1 (stereo not given),2,6,0,-2,1,2,2,-1,6,-3
CSCCC(NC(=O)COc1ccccc1)C(=O)Nc1ccc(C)cc1 (stereo not given),4,-3,0,4,-1,-4,3,-5,2,1
COc1ccc(Cl)cc1N(CC(=O)NC(C(C)C)C(C)C)S(C)(=O)=O,-1,1,0,-11,3,9,-2,-5,7,5
CCOC(=O)C1=C(Nc2ccc(OC)cc2)C(N)=NC1=N,-1,-7,3,-5,2,3,-1,0,7,2
CC(C)(C)c1ccccc1OCCN1CCCC1,0,-1,-4,-4,2,1,7,-3,19,-4

# Single values from the entries so far.
# Result of CC(C)c1nnc(NC(=O)CCC(=O)NC2CCCCCCC2)s1 under UHRF1 MBD2 ctr: 2
# Result of O=C(c1oc(=O)c2ccccc2c1-c1ccccc1)N1CCN(C2CCCCC2)CC1 under rCAG binder: -1

# (listing goes on)
SMILES,MBD2 DNA inh,HTRA1 inh,SIAE inh,GC-A act,PRMT1 FP inh,TCR-CD3 inh,UHRF1 MBD2 ctr,rCAG binder,mABHD4 FP,NPR2 activator
CN(C)c1ccc(C=C2C(=O)OC(C)(C(C)(C)C)OC2=O)cc1 (stereo not given),2,-2,-15,5,-2,-3,-3,0,-6,1
CN(C)CCC(C(=O)c1ccccc1)c1cccnc1 (stereo not given),4,6,-4,-5,0,-1,4,1,2,3
CC(C)c1ccc(OC(=O)c2ccc3c(=O)n4c(nc3c2)CCC4)cc1,-1,-23,-19,1,0,11,1,1,-34,-2
CC1=C(C(=O)N2CCCCCC2)C2(CCC(C)CC2)OC1=O (stereo not given),5,-4,1,3,1,-9,1,-5,5,6
COc1ccc(CCNC(=O)c2cc(C(=O)c3cc(C)ccc3O)cn(CCc3ccc(OC)cc3)c2=O)cc1,1,-31,-6,-4,2,0,11,4,-23,8
COc1ccc(-c2nc(CS(=O)CC(=O)NC3CCCc4ccccc43)c(C)o2)cc1OC (stereo not given),2,-3,0,-5,0,5,-1,2,-2,-4
COc1ccc(-n2nnc3c(=O)n(CC(=O)N4CCCCC4)cnc32)cc1,-4,1,-3,4,3,4,-1,4,6,0
CCn1ccnc1C(O)c1ccc(N(C)C)cc1 (stereo not given),-2,4,-2,4,-3,9,-3,-1,-1,-2
O=C(Nc1ccccc1C(=O)N1CCCCCC1)c1ccc(F)cc1,0,0,2,1,0,0,3,-4,5,1
COc1ccc(Cc2nnc(NC(=O)c3ccccc3)s2)cc1OC,-1,-8,-2,2,5,-7,3,-4,0,8
CC(C)(C#N)Nc1ccccc1,1,5,-3,-2,-2,-5,2,0,-10,0
Cc1ccc(S(=O)(=O)Nc2ccccc2CNc2c(C)n(C)n(-c3ccccc3)c2=O)cc1,2,-9,1,-2,-3,7,-3,-1,-14,-1
CC(C)[C@@H]1NC(=O)c2cc([N+](=O)[O-])cc(I)c2OCC[C@@H](C(N)=O)NC(=O)[C@H](CCC(=O)O)NC1=O,1,1,2,2,-3,3,9,27,1,6
Cc1cc(C(=O)CSc2nnc(-c3cccs3)o2)c(C)n1-c1ccccc1,6,-24,-11,6,-3,11,-1,3,4,-2

# Whole records as entered above. Screens in order: MBD2 DNA inh	HTRA1 inh	SIAE inh	GC-A act	PRMT1 FP inh	TCR-CD3 inh	UHRF1 MBD2 ctr	rCAG binder	mABHD4 FP	NPR2 activator
# `O=C(Nc1cccnc1)c1ccc2nc(-c3ccccc3)c(-c3ccccc3)nc2c1` as listed: -5	-35	-9	-6	-1	-5	0	2	-14	-5
# `O=C(O)CCCN1C(=O)C2C3CCC(C3)C2C1=O` (stereo not given) as listed: 0	7	1	0	-3	-3	2	0	-5	7

# Not all compounds are listed. The share of hits here may be higher or lower than overall.
